From PubChem
PREPL inh: inhibits the human prolyl oligopeptidase-like enzyme; actives 0.68% (n = 320,000); Q4J6C6; inhibition, % at 5.96 µM; recombinant PREPL, fluorescence polarization activity-based probe; in the data active = inhibition above about 43%;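 also: 0% = enzyme with DMSO and 100% = wells lacking enzyme; many of its hits are not listed in these tables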
GSTO1 inh: counter-screen for RBBP9 inhibitors: inhibitors of human GSTO1 | P78417 | recombinant GSTO1, activity-based probe fluorescence polarization | inhibition, % at 5.96 µM | actives 1.1% (n = 300,000) | AID 1974;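 active = inhibition above the campaign mean inhibition plus 3 SD, cut at about 35% in these data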;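 also: 0% = GSTO1-1 with DMSO and 100% = wells lacking GSTO1-1 enzyme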
Target sequence (P78417 whole entry, looked up): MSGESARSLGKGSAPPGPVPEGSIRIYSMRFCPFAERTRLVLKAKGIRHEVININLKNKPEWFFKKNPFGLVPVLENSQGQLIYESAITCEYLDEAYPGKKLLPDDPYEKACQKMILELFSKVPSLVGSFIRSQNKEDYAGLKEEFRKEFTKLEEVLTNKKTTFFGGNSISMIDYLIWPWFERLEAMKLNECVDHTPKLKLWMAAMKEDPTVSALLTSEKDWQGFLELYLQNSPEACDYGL
PAFAH2 FP inh: PAFAH2 (human) inhibition. Q99487. recombinant PAFAH2, FP-rhodamine activity probe, fluorescence polarization. inhibition, % at 3.39 µM. actives 0.99% (n = 340,000). AID 492956;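 active = inhibition above the mean over all tested compounds plus 3 SD, cut at about 30% in these data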;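 also: inhibitors block probe labeling of enzyme so polarization drops; 0% = enzyme with DMSO and 100% = wells lacking PAFAH2 protein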
LYPLA2 counter: counter-screen for PME1 inhibitors: inhibitors of human LYPLA2. O95372. recombinant LYPLA2, FP-Rh probe fluorescence polarization. inhibition, % at 5.9 µM. actives 0.38% (n = 320,000). AID 2177;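 active = inhibition above the screen-wide mean plus 3 SD, limit set per campaign, cut at about 26% in these data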;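 also: 0% = LYPLA2 with DMSO and 100% = wells lacking LYPLA2 enzyme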
PAFAH1B3 inh: PAFAH1B3 (human) inhibition; recombinant PAFAH1B3, FP-rhodamine probe, fluorescence polarization; inhibition, % at 3.39 µM; actives 0.28% (n = 340,000); AID 492972;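 active = inhibition above the screen-wide average of all tested compounds plus 3 SD, cut at about 25% in these data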;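 also: 0% = enzyme with DMSO only and 100% = wells lacking PAFAH1B3 protein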
Target sequence (Q15102 whole entry, looked up): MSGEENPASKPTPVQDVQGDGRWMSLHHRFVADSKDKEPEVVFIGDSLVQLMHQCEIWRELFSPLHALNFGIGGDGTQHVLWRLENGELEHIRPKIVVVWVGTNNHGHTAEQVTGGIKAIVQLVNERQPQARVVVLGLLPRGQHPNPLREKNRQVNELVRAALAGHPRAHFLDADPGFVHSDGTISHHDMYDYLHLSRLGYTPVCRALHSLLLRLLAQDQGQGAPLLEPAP
PAD4 inh: PAD4 (human) enzyme inhibition; recombinant PAD4, RCA probe fluorescence polarization; inhibition, % at 6.36 µM; AID 485272; actives 0.41% (n = 330,000); Q9UM07;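 active = percent inhibition above a cutoff equal to the mean of all tested compounds plus 3 SD, cut at about 15% in these data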;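 also: 0% = PAD4 with RCA probe and DMSO and 100% = probe without PAD4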
EBNA-1 inh: blocks EBNA-1 binding to DNA; EBNA-1 DNA binding, fluorescence polarization; inhibition, % at 14.8 µM; actives 0.34% (n = 300,000); AID 1950; in the data active = inhibition above about 28%
ZTA DNA inh: blocks Epstein-Barr virus ZTA, an EBNA-1 counter-screen; ZTA-DNA binding, fluorescence polarization; P03206; actives 0.15% (n = 320,000); inhibition, % at 11 µM; in the data active = inhibition above about 33%
Target sequence (P03206 whole entry, looked up): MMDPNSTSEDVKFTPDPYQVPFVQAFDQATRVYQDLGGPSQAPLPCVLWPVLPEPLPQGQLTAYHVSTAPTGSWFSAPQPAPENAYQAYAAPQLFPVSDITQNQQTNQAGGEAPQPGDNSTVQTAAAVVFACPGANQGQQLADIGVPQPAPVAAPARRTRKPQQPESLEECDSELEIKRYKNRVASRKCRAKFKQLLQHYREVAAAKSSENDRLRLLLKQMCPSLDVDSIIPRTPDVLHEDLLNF
LYPLA1 inh: blocks human lysophospholipase 1, a PME1 counter-screen | O75608 | inhibition, % at 5.9 µM | actives 0.16% (n = 320,000) | recombinant LYPLA1, FP-Rh probe fluorescence polarization;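 active = inhibition above the mean of all tested compounds plus 3 SD, set per campaign, cut at about 14% in these data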;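 also: inhibitors block serine hydrolase probe labeling of LYPLA1 so polarization falls; 0% = enzyme with DMSO and 100% = wells lacking LYPLA1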
Target sequence (O75608 whole entry, looked up): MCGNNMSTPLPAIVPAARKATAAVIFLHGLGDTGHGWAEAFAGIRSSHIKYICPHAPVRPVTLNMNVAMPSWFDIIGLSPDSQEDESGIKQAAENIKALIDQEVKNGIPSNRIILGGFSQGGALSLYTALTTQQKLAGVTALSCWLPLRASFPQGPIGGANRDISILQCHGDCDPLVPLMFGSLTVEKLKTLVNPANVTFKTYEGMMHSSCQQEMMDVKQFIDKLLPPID
Numbers without * were called inactive; nt = no result given.

SMILES | PREPL inh | GSTO1 inh | PAFAH2 FP inh | LYPLA2 counter | PAFAH1B3 inh | PAD4 inh | EBNA-1 inh | ZTA DNA inh | LYPLA1 inh
Cn1c(C(=O)NCCCN2CCOCC2)cc2c(=O)n(C)c3ccccc3c21 | -5 | -3 | -2 | 2 | 3 | 5 | 2 | 4 | 2
Fc1ccc(Nc2ccc3ccccc3n2)c(F)c1 | 2 | -12 | 0 | -3 | 3 | 0 | 11 | -1 | 1
CCC[C@H]1CCCC/C=C\CCCC(=O)OCCN1C(=O)OC(C)(C)C | 13 | nt | 9 | 2 | 7 | 2 | nt | 2 | -1
CCC/C=N/Nc1nnc(Cc2ccc(OC)c(OC)c2)c(=O)[nH]1 | 3 | -7 | 5 | 1 | -1 | 2 | 9 | -4 | -4
O=C(Nc1ccncc1)C1CCN(S(=O)(=O)c2ccc(Cl)cc2)CC1 | 5 | 2 | -1 | 4 | 9 | 0 | 3 | -5 | 6
Cc1cccc(OCC(=O)N/N=C/CC(C)c2ccccc2)c1C (stereo not drawn) | 10 | 5 | 12 | -8 | 0 | -4 | -1 | 0 | -4
COc1ccc(CN(C)C(=O)C23CC4CC(CC(C4)C2)C3)c(OC)c1 | 21 | -2 | -5 | 0 | -9 | 4 | -5 | 4 | -6
CSc1nc(N2CCOCC2)c2sccc2n1 | 3 | 5 | 1 | 3 | -2 | -4 | -16 | -21 | 4

Next section; the last 2 above are carried over.
SMILES | PREPL inh | GSTO1 inh | PAFAH2 FP inh | LYPLA2 counter | PAFAH1B3 inh | PAD4 inh | EBNA-1 inh | ZTA DNA inh | LYPLA1 inh
COc1ccc(CN(C)C(=O)C23CC4CC(CC(C4)C2)C3)c(OC)c1 | 21 | -2 | -5 | 0 | -9 | 4 | -5 | 4 | -6
CSc1nc(N2CCOCC2)c2sccc2n1 | 3 | 5 | 1 | 3 | -2 | -4 | -16 | -21 | 4
O=C(CN1C(=O)NC2(CCCC2)C1=O)Nc1ccc(Cl)cc1C(F)(F)F | -6 | 1 | -8 | -1 | 7 | 2 | -2 | 0 | 4
COc1ccc(N2CCN(C(=O)COC(=O)c3cccc(OC)c3O)CC2)cc1 | 22 | nt | 2 | nt | 11 | 0 | nt | nt | nt
O=c1ccnc(SCCc2ccc([N+](=O)[O-])cc2)[nH]1 | 19 | -3 | -4 | 6 | 7 | -2 | 3 | -3 | 2
O=C(CCCN1C(=O)c2cccnc2C1=O)Nc1ccc(Br)cc1 | 16 | 8 | -5 | 1 | 5 | 7 | 1 | -4 | -2
Cc1ccc2cc(CN(CC3CCCO3)C(=S)NCc3ccco3)c(=O)[nH]c2c1 (stereo not drawn) | -4 | -2 | -3 | 0 | 2 | 0 | 7 | 10 | 0
COc1ccc(Br)c(C(=O)N2CCN(S(=O)(=O)/C=C/c3ccccc3)CC2)c1 | 18 | 1 | 0 | 3 | -3 | -1 | -5 | 4 | -1
CCC1=C2CC[C@H]3C(=O)N(CC)C(=O)[C@H]3[C@H]2[C@@]2(Cc3ccccc3)C(=NCc3ccccc3)OC(=O)N2C1=O | 3 | 10 | 0 | 8 | 6 | 2 | -5 | -13 | -1
Cc1ccc(NC(=O)C(=O)NN=C2CCCC2)cc1C | 7 | 4 | 2 | -4 | 15 | -2 | -13 | -1 | -5
COCCN1C(=O)C(=O)/C(=C(/O)c2ccc(S(=O)(=O)N3CCOCC3)cc2)C1c1ccc(O)cc1 (stereo not drawn) | 2 | -5 | -11 | -2 | -1 | -1 | -5 | 3 | 2
N#C/C(=N\Nc1ccccc1)C(N)=S | -11 | -3 | 4 | 5 | 1 | 0 | 7 | 9 | 4
CCOC(=O)[C@H]1[C@H]2COc3ccc(Br)cc3[C@@H]2N2C(=O)N(c3ccccc3)C(=O)[C@@]12C | -71 | nt | 8 | nt | 2 | 3 | nt | nt | nt
O=C(O)Cn1nnc(-c2ccc(OCc3ccccc3)cc2)n1 | 4 | 12 | 3 | 5 | 3 | 1 | 9 | 8 | 1
Cc1cc(C)c(C)c(/C=C(/C#N)C(N)=S)c1C | 11 | 13 | 0 | 6 | 5 | -4 | 10 | 8 | 2
COc1cc(C(=O)NCCC2=CCCCC2)ccc1OCc1c(C)noc1C | 5 | nt | 1 | 10 | -4 | 2 | nt | -14 | 2
CN(C)S(=O)(=O)c1ccc(C(=O)NCC(C)(C)CN=C2NS(=O)(=O)c3ccccc32)cc1 | -8 | -4 | 1 | -6 | 9 | -1 | -6 | 12 | -3
O=C(NCc1ccccc1)C(=O)NCC1OCCN1S(=O)(=O)c1ccc([N+](=O)[O-])cc1 (stereo not drawn) | 8 | 8 | -3 | 5 | 2 | -3 | -7 | -17 | 1
CC(C)[C@H](NC(=O)c1ccco1)C(=O)NC12CC3CC(CC(C3)C1)C2 | 4 | -2 | 3 | -7 | 12 | -6 | -15 | -1 | -1
Cc1ccc(OCCCn2c(=O)sc3ccccc32)cc1 | -1 | 0 | -3 | 6 | 1 | 0 | -14 | -20 | -5
O=C(COC(=O)/C=C/c1cccc(Cl)c1)Nc1ccc2[nH]c(=O)[nH]c2c1 | 18 | -5 | -11 | -11 | -4 | -2 | 14 | 5 | -6
CC(=O)NNC(=O)c1cc2c3ccccc3n(C)c2s1 | 17 | 3 | 6 | 10 | 3 | 1 | 7 | -6 | 5
Cc1cccc(NC(=O)CSCC(=O)Nc2cc(Cl)ccc2N2CCN(C)CC2)c1 | 16 | -1 | -1 | 0 | 0 | -4 | -9 | 5 | 0
Cc1cc(S(=O)(=O)N2CCC3(CC2)OCCO3)c(C)cc1Cl | 0 | -3 | 0 | -2 | 3 | -3 | 1 | 14 | -5
COc1ccccc1NC(=O)c1ccc(NC(=O)CN2C(=O)CN(C)C2=O)cc1 | -7 | -2 | -2 | 2 | 1 | -8 | -6 | -18 | 3
NC(=S)Nc1cc(Cl)ccc1Cl | 1 | -1 | nt | 2 | nt | -10 | 8 | -3 | 2
CCCN1CCC(NC(=O)Nc2ccc([N+](=O)[O-])cc2)CC1 | 16 | -6 | -1 | 2 | 1 | -4 | -13 | -18 | -2
C/C(=N\O)C(C)(C)Nc1ccccc1F | -6 | 5 | 0 | -7 | 6 | 1 | -4 | -7 | -2
COc1ccccc1NC(=O)Cc1csc(NC(=O)c2ccccc2)n1 | 5 | -5 | -7 | 3 | 2 | 4 | -4 | -17 | -5
O=C(Cn1nc(C(F)F)cc1C(F)F)NNC(=S)Nc1ccc([N+](=O)[O-])cc1 | 14 | -22 | 7 | 4 | 16 | 0 | -17 | -3 | 2
Cc1cc2cc(CN(Cc3ccc4c(c3)OCO4)C(=O)c3cnccn3)c3nnnn3c2cc1C | 1 | 0 | 0 | -4 | 0 | -5 | -7 | 3 | -2
CSC1=C(C#N)C(c2ccncc2)C(C(=O)Nc2ccccc2)=C(C)N1 (stereo not drawn) | -9 | 5 | -5 | -3 | 7 | -3 | -8 | 4 | 5
Cc1csc(N/N=C/c2ccccn2)n1 | 3 | 13 | 9 | -1 | 13 | -1 | 7 | 5 | 2
CN(C)C(=O)c1cc(C(=O)c2ccccc2C(F)(F)F)c[nH]1 | 7 | 5 | 3 | 0 | 1 | -2 | 4 | 4 | 4
Cc1cc(C)c(NC(=O)CNC(=O)COC(=O)/C=C/c2cccs2)c(C)c1 | -1 | 7 | 8 | 7 | 8 | 3 | 5 | -16 | 2
O=C(CN1CCN(C(=O)C2CCCO2)CC1)Nc1ccc(Cl)c(Cl)c1 (stereo not drawn) | 20 | 3 | 5 | 0 | 11 | -3 | 4 | 4 | 2
Cc1cc(C)c2oc(=O)cc(CN3CCCCC3)c2c1 | -3 | 2 | -2 | -3 | 4 | -2 | -2 | -10 | -4
O=C(NCc1ccncc1)C(=O)N/N=C/c1ccccc1OCc1ccccc1 | 2 | -1 | 1 | 1 | -1 | -4 | 1 | -8 | -2
Nc1nonc1-c1noc(N2CCCCC2)n1 | 16 | 6 | 3 | -5 | -3 | 3 | -4 | 8 | -2
CN(C)CCCNC(=O)/C(=C\c1ccc(-c2cccc([N+](=O)[O-])c2)o1)NC(=O)c1ccccc1 | 11 | 2 | -6 | -5 | 4 | 1 | 0 | 5 | 3
Cc1cc(NC(=O)C(C)SCC(=O)Nc2nnc(CC(C)C)s2)no1 (stereo not drawn) | 18 | -9 | -2 | 3 | 6 | 4 | 10 | 10 | -1
CCn1c(C)cc(/C=C2/SC(=O)N(C(C)C(=O)OC)C2=O)c1C (stereo not drawn) | -7 | -3 | 2 | 3 | 8 | 2 | 7 | -3 | -3
Cc1ccc(-c2nnc(SCC(=O)Nc3ccc4c(c3)oc3ccccc34)n2C)c(Cl)c1 | -9 | 4 | 0 | 11 | 0 | 1 | 2 | 5 | 1
Cc1ccc(Nc2c(-c3ccco3)nc3ccccn23)cc1 | -7 | 2 | 2 | 4 | 7 | 3 | 1 | -17 | 6
CCOC(=O)c1c(N)sn(-c2ccccc2C)c1=S | 8 | 7 | 5 | 5 | 10 | 1 | 2 | 5 | 2
Cc1cccc(NC(=O)CCC(=O)OCc2ccc(Br)cc2)c1 | 3 | 4 | -3 | 2 | 8 | -3 | 6 | 7 | 2
CCN(Cc1nc(-c2ccc(C)cc2)no1)C(=O)c1ccco1 | 3 | 3 | -10 | 14 | 4 | 2 | 2 | -9 | 3
CC1C=CCC2C(=O)N(c3cccc(C(=O)NCCc4ccccc4)c3)C(=O)C12 (stereo not drawn) | -1 | -9 | 3 | 5 | -4 | -3 | 14 | 8 | 3
CC1CC(=O)Nc2ccccc2N1C(=O)CSc1nnnn1C(C)C (stereo not drawn) | 3 | nt | -3 | 3 | 10 | -2 | nt | -2 | 0
CC(Oc1ccc2ccc(=O)oc2c1)C(=O)NC1CCN(Cc2ccccc2)CC1 (stereo not drawn) | 4 | 9 | -2 | -4 | 3 | -4 | -2 | -13 | -3
Cc1cc(Nc2cnc3ccccc3n2)n(-c2ccccc2)n1 | 42 | 1 | -1 | 9 | 15 | -4 | 9 | -16 | 1
CCOc1ccc(-c2c(C(=O)N/N=C/c3ccc(O)cc3)nnn2-c2nonc2N)cc1 | 16 | -6 | -9 | -4 | -3 | 0 | -6 | 1 | -2
COCCNC(=O)c1ccc2c(c1)nc(C)n2-c1cccc(Cl)c1 | -4 | -3 | -3 | -3 | 11 | -1 | 10 | 10 | 2
O=C(Nc1ccc2c(c1)CCC2)c1cccc(F)c1 | 0 | -3 | -12 | 8 | 8 | -2 | -6 | 12 | -3
CC(C)(C)c1ccc(O)c(O)c1 | 5 | nt | 3 | 9 | 7 | -7 | nt | -1 | 4
NC(=O)CCS(=O)(=O)CCN1CCCCC1 | 11 | -1 | 2 | -6 | 2 | -1 | 4 | -7 | 2
CCCOc1ccc(-c2c(C(=O)N/N=C/c3ccsc3)nnn2-c2nonc2N)cc1 | -7 | -7 | -3 | -8 | 1 | -1 | 12 | 1 | -3
Cn1c(=O)c2c(nc(-n3ccnc3)n2Cc2ccc([N+](=O)[O-])cc2)n(C)c1=O | 5 | -6 | 1 | 3 | 6 | -9 | -4 | 7 | 4
COc1ccc(-c2noc(CSc3ccc(C)cc3)n2)cc1 | 10 | 10 | -7 | -3 | 2 | -1 | 4 | 13 | -1
CCCCNC(=S)NNC(=O)c1csc2c1CCC(C)C2 (stereo not drawn) | -3 | -7 | 0 | 6 | 0 | -2 | 8 | -3 | 0
O=C(O)C1CCCN1S(=O)(=O)c1ccc2ccccc2c1 (stereo not drawn) | 3 | 5 | 8 | -2 | -10 | -1 | -1 | 13 | 1

A portion of the library; count on the stated rates, not on these rows.
